D1 ag – Allosteric Agonists of the Human D1 Dopamine Receptor: qHTS; HEK293 T-REx D1 cells, calcium flux, agonist mode; 1% of 360,000 active; AID 504660, 2011; activation, % at 2 µM; also: 0% is about no effect
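Agonism was scored from calcium flux recorded over 180 s (1 read/s) after pintool compound addition, following a 10-cycle baseline. Cells were inducible force-coupled HEK293 TREx D1, plated overnight at 30 C and loaded with no-wash calcium dye.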
TRHR agonist – qHTS for Small Molecule Agonists and Allosteric Enhancers of Human TRH Receptor: Primary Screen for Agonists; TRHR cells, calcium flux fluo-8, FDSS agonist mode; activation, % at 2 µM; AID 493084, 2011; 0.18% of 360,000 active; also: 0% is about no effect
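Read-out: compound-evoked intracellular calcium rise in TRHR cells, fluo-8 dye, kinetic FDSS fluorescence at 1 s/cycle following a 10-cycle baseline. Cells cultured overnight before dye loading (30 min–1.5 h, RT).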
D2 agonist – HTS Assay for Allosteric Agonists of the Human D2 Dopamine Receptor: Primary Screen for Agonists; AID 485358, 2010; HEK293 T-REx D2 cells, calcium flux agonist mode; 0.53% of 340,000 active; activation, % at 2 µM;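 active = activation over 3 SD above normal in the single-dose calcium agonist read, cut at about 30% in these data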; also: 0% is about no effect
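Tetracycline-induced HEK293 T-REx cells with force-coupled D2 receptor, plated overnight at 30 C, loaded with no-wash calcium dye. After a 10 s baseline, compound was pin-added and calcium flux read kinetically for 180 s; calcium rises flagged agonists.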
TRHR PAM – qHTS for Small Molecule Agonists and Allosteric Enhancers of Human TRH Receptor: Primary Screen for Enhancers; Thyrotropin-releasing hormone receptor (Homo sapiens), P34981; TRHR cells, fluo-8 calcium fluorescence, EC20 TRH enhancement; 0.66% of 360,000 active; enhancement, % at 2 µM; in the data active = enhancement above about 30%; also: 0% is about no effect
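TRHR-expressing cells loaded with fluo-8 calcium dye were read kinetically (ex 480/em 530) during compound addition, then stimulated with an EC20 of TRH (10 nM final). Enhancement of the Gq-mediated intracellular calcium response was scored.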
D2 antagonist – HTS Assay for Allosteric Antagonists of the Human D2 Dopamine Receptor: Primary Screen for Antagonists; AID 485344, 2010; 2% of 340,000 active; HEK293 TREx D2 cells, calcium flux, dopamine EC80; inhibition, % at 10 µM; in the data active = inhibition above about 30%; also: 0% is about no effect
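HEK293 T-REx D2 cells, tet-induced, calcium dye no-wash. Cpd pintool add, 180 s kinetic, then EC80 DA, 180 s kinetic. Ca flux read.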
D1 PAM – Potentiators of Human D1 Dopamine Receptor: qHTS; 0.036% of 360,000 active; D(1A) dopamine receptor (Homo sapiens), P21728; AID 504651, 2011; HEK293 TREx D1 cells, calcium flux, dopamine EC20 potentiation; potentiation, % at 10 µM; in the data active = potentiation above about 30%; also: 0% is about no effect
D2 potentiator – HTS Assay for Positive Allosteric Modulators of the Human D2 Dopamine Receptor: Primary Screen for Potentiators | D(2) dopamine receptor (Homo sapiens), P14416 | potentiation, % at 10 µM | AID 485347, 2010 | HEK293 T-REx D2, calcium flux, EC20 dopamine potentiation | 0.34% of 340,000 active;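 active = potentiation over 3 SD above the plate norm, cut at about 30% in these data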; also: 0% is about no effect
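Calcium flux readout, no-wash dye, 1 read/s. Inducible HEK293 Trex D2 line, overnight 30 C. Compound alone 180 s (agonist flags), then EC20 dopamine, another 180 s to score potentiation.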
D1 antag – Antagonist of Human D 1 Dopamine Receptor: qHTS. HEK293 TREx D1 cells, calcium flux, dopamine EC80; hits give low values. activity change, negative = inhibition, % at 10 µM. 3.2% of 360,000 active; in the data active = activity change below about -30%; also: % is scaled to controls: 0 for no effect and ±100 for the full control effect
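HEK293 T-REx cells expressing inducible, force-coupled D1 receptor; no-wash Ca dye, 30–90 min RT. Cmpd → 180 s read at 1 Hz → EC80 DA → 180 s read.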
RXFP1 antag – qHTS Assay for Antagonists of the Relaxin Receptor RXFP1; Relaxin receptor 1 (Homo sapiens), Q9HBX9; HEK293-RXFP1, relaxin-stimulated cAMP HTRF, 30 min; hits give low values; activity change, negative = inhibition, % at 57.5 µM; 0.59% of 350,000 active; AID 1259400, 2018;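 active = activity change of -60% or lower, but not beyond a set lower limit; inconclusive = change between -60% and -40%, or beyond the set limit; inactive = change above -40%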; also: % is scaled to controls: 0 for no effect and ±100 for the full control effect
Target sequence (Q9HBX9 whole entry, looked up): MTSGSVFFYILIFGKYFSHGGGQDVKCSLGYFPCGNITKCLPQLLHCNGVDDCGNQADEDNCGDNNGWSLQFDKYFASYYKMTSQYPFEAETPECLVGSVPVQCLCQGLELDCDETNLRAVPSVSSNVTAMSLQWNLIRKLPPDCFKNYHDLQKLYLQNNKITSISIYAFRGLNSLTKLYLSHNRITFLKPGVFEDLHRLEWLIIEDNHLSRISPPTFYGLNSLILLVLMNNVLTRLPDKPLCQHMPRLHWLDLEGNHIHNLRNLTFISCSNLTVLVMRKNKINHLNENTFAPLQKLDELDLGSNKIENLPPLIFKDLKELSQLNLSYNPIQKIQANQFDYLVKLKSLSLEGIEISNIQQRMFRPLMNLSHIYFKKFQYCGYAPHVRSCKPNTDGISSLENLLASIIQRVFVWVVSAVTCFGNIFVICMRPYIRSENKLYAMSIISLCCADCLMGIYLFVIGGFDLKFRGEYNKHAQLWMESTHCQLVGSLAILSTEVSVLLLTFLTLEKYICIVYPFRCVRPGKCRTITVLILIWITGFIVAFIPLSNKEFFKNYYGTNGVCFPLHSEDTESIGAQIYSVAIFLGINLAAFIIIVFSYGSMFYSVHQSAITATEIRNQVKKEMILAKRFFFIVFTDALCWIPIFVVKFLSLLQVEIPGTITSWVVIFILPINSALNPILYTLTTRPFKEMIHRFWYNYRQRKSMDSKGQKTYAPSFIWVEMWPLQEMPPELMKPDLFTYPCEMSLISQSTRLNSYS
The depositor's hits bear a star; u = inconclusive; x = no result given; & = joins results of further samples. Rule as the data show it, unless noted: active = activation above about 30%; inactive = the rest. This is a subset, so the mix of outcomes need not match the whole.

SMILES | D1 ag | TRHR agonist | D2 agonist | TRHR PAM | D2 antagonist | D1 PAM | D2 potentiator | D1 antag | RXFP1 antag
OCC[n+]1c2ccccc2nc2ccc(N3CCOCC3)cc21 | 1 | -2.5 | -0.5 | -4 | 6 | 3 | 2 | 6 | u
Cc1cc([N+](=O)[O-])c2ccccc2[n+]1[O-] | 3 | 0.0 | 0.6 | 3 | -1 | 9 | 0 | -19 | -8
O=C1NC(=S)NC(=O)C1=Cc1ccc2c(c1)CCN2CCCCl | 1 | -0.2 | 1.2 | 5 | -11 | -2 | 2 | -7 | 0
O=c1c2ccccc2nc(-c2ccccc2)n1-c1ccccn1 | 0 | -0.3 | -1.6 | 1 | -2 | -2 | 1 | -3 | 2
Oc1ccc2c3c1O[C@H]1[C@@H](O)CC[C@@]4(O)[C@@H](C2)N(CC2CCC2)CC[C@]314 | -2&1 | 0.8&0.3 | 0.3 | 6&2 | -6 | -5&-6 | -1&-1 | 14&24 | x
COc1ccc(-n2c(-c3ccccc3)nc3ccccc3c2=O)cc1 | 3 | -0.5 | 0.9 | 2 | 0 | -3 | 10 | -6 | -9
O=c1[nH]c(=S)n(CCC2=CCCCC2)c(O)c1C=NCc1cccnc1 | -2 | -0.3 | 1.2 | -4 | 19 | -2 | 0 | -6 | x
CCn1cc(C(=O)N2CCC3(CC2)OCCO3)c(=O)c2cc(S(=O)(=O)N3CCCC3)ccc21 | 6 | -0.1 | 0.1 | 16 | -5 | 3 | -5 | 5 | 13
Cc1ccc(C)c(OCC(=O)N2CCCN(C)CC2)c1 | 4 | 0.3 | 0.2 | 8 | 2 | -6 | 1 | -11 | -3
COc1ccc2c(c1OC)CN1CCc3cc4c(cc3[C@H]1C2)OCO4 | 1 | 0.0 | -0.3 | 11 | 21 | -13 | -18 | -80* | x
O=S(=O)(c1ccccc1)N1CC1c1ccccc1 (configuration not stated) | 3 | -0.1 | x | -2 | x | 11 | x | 7 | 8
Cc1cc(C)c(NC2=NCCCS2)c(C)c1 | 9 | 0.1 | -0.1 | 11 | -21 | -6 | 50* | -12 | 11
CN1CCN(C(=O)O[C@H]2c3nccnc3C(=O)N2c2ccc(Cl)cn2)CC1 | 1 | 0.7 | 0.0 | 1 | -17 | -3 | -7 | -8 | 0&23
COc1ccccc1OCC#CCN1CCOCC1 | 1 | -0.3 | 3.9 | -1 | -5 | -7 | 14 | x | -16
CC1CN=C(NCc2ccc(F)cc2)S1 (configuration not stated) | 11 | 22 | 37* | -5 | 4 | -4 | -7 | -1 | -7
O=C(Nc1ccc(F)c(Cl)c1)N(Cc1ccc2c(c1)OCO2)C1CCN(Cc2ccccc2)CC1 | 17 | 2.0 | 0.8 | 7 | x | 2 | -4 | -19 | -21
Oc1ccc(/C=N/NP(=S)(c2ccccc2)c2ccccc2)cc1O | -1 | 0.0 | 0.2 | 3 | -18 | -3 | -8 | x | -6
COc1ccc(C2C([N+](=O)[O-])=C(N)Oc3c2c(=O)oc2ccccc32)cc1 (configuration not stated) | 0 | -1.2 | 1.2 | -1 | 3 | -6 | -3 | -5 | x
COCCNC(=O)CN1C(=O)CN=C(c2ccccc2)c2ccccc21 | 5 | -0.1 | 0.0 | -2 | -6 | 9 | 0 | -6 | -17
COC(=O)C(O)(c1ccc(N(C)S(=O)(=O)c2ccccc2)cc1)C(F)(F)F (configuration not stated) | 10 | 0.6 | -1.1 | 1 | -10 | -2 | 11 | -3 | 5
COC(=O)C1=C(c2ccc(OC(F)(F)F)cc2)C[C@@H]2CC[C@H]1N2C(=O)NCCOc1ccccc1 | 5 | 0.5 | 0.3 | -2 | 20 | 2 | -4 | -2 | x
COc1ccc(-n2c(/C=C\c3ccccc3F)nc3ccccc3c2=O)cc1OC | -5 | -0.5 | -0.3 | 0 | x | 3 | -7 | -7 | u
CC(C)c1nn2c(=O)cc(COC(=O)Cc3ccccc3)nc2s1 | 4 | 0.1 | 0.1 | 4 | x | -6 | 8 | -2 | x
Cc1ccc(-n2c(O)c(C=NCCN3CCNCC3)c(=O)[nH]c2=S)cc1 | 2 | 0.6 | 0.6 | 6 | 9 | -6 | 3 | -7 | 9
CCN(CC)c1ccc(N=Cc2c(O)n(-c3ccccc3C)c(=O)[nH]c2=O)cc1 | 31* | 14 | 3.5 | 3 | -21 | -3 | x | -8 | -21

Limited to D2 agonist and D1 antag (two entries from above):
Structure	D2 agonist	D1 antag
O=C1NC(=S)NC(=O)C1=Cc1ccc2c(c1)CCN2CCCCl	1.2	-7
O=c1c2ccccc2nc(-c2ccccc2)n1-c1ccccn1	-1.6	-3

(listing goes on)
SMILES | D1 ag | TRHR agonist | D2 agonist | TRHR PAM | D2 antagonist | D1 PAM | D2 potentiator | D1 antag | RXFP1 antag
COc1ccc(CC(=O)N2CCN(C)CC2)cc1OC | -2 | 0.1 | x | -4 | x | -6 | x | 3 | -3
Fc1ccc(N2CCN(Cc3ccc4c(c3)OCO4)CC2)cc1 | 2 | -0.1 | 6.8 | -8 | 66* | -9 | -22 | -10 | 10
CC(C)CN(CC(C)C)C(=O)C1C2c3ccccc3C(c3ccccc32)C1C(=O)O (configuration not stated) | 2 | 0.3 | 0.3 | 6 | 0 | -5 | 11 | -10 | 11
Cc1cccc(-c2nc3ccccc3c(=O)n2-n2cccc2)c1 | -1 | -0.6 | -0.4 | 0 | -1 | -1 | 4 | 3 | 7
CCOP(=O)(C#CC(C)(C)C)C(C)(O)c1ccccc1 (configuration not stated) | 2 | 0.3 | -0.2 | -7 | 18 | -1 | -8 | 0 | -2
CCCCc1ccc(NC(=O)c2cccn(Cc3ccc(Cl)cc3)c2=O)cc1 | 4 | 0.9 | x | 2 | x | -1 | -3 | 12 | x
CC(NCc1ccc(Cl)cc1)C(O)c1ccccc1 (configuration not stated) | 8 | 0.8 | -0.5 | 11 | -7 | 0 | -14 | 5 | 3
CN(C)c1ccc(C2C3C=CC(C3)C2(C#N)C(=O)O)c(Br)c1 (configuration not stated) | 4 | 0.0 | -1.0 | 11 | 7 | 0 | 0 | 0 | 10
CN1CCN(c2ccc([N+](=O)[O-])c3no[n+]([O-])c23)CC1 | 33* | 9.9 | 4.1 | 0 | 29 | -6 | -4 | -38* | -87*
COc1ccc(C(=O)OC2CC[C@@]3(C)C4CCC5[C@]6(O)CC(O)[C@@]7(O)C(CN8CC(C)CCC8[C@@]7(C)O)[C@]6(O)C[C@@]53O[C@]24O)cc1OC (some centres not stated) | 3 | 1.6 | 0.2 | 6 | 20 | -5 | 11 | -21 | -10
CN1CCN(C(=O)COc2ccc3ccccc3c2)CC1 | 2 | -0.4 | -0.3 | 3 | -4 | -3 | -7 | 0 | -11
CCN(CC)C(=O)N[C@H]1C[C@@H]2c3cccc4[nH]cc(c34)C[C@H]2N(C)C1 | 2 | 1.6 | 83* | -5 | 83* | -6 | -28 | -89* | x
COC(=O)C(O)(c1ccc(N(C)C)cc1)C(F)(F)F (configuration not stated) | 1 | 0.2 | -0.2 | 10 | -6 | -3 | 1 | 3 | 2
CCCn1ncc(C(=O)O)c1C | 0 | -0.6 | x | -1 | x | -6 | 8 | -12 | 5
COC(=O)CC1NC2CCCCC2NC1=O (configuration not stated) | 1 | 0.3 | x | 2 | x | 0 | -3 | 6 | -2
CC(=O)Nc1ccc([As](=O)(O)c2ccc([N+](=O)[O-])cc2)cc1 | 4 | 0.7 | 0.0 | 1 | -14 | -1 | 9 | -16 | -3
CN1CCN(c2nc3c(c(=O)[nH]2)CCC3)CC1 | 8 | 0.3 | -0.6 | 4 | -18 | -3 | 11 | 25 | 0
C=CCn1c(O)c(C(C)=NCCCN(C)C)c(=O)[nH]c1=O | 3 | 0.4 | 0.1 | -2 | -8 | -10 | -5 | 10 | -9
NC12CN3CN(CN(C3)C1)C2 (tested in a mixture with another compound) | 2 | -0.1 | -0.1 | 7 | -9 | -3 | 9 | 7 | -13
CCCC12CN3CCN(C1)CC(CCC)(C3)C2=O | 2 | 0.5 | 0.4 | 0 | 8 | 0 | -4 | -4 | 13
N#C/C(=C(/O)c1ccc(S(=O)(=O)N(CCCl)CCCl)cc1)c1nc2ccccc2[nH]1 | 1 | 0.5 | -0.4 | 2 | -4 | 2 | 9 | 10 | -1
CC1CC(C)CN(C(=O)COC(=O)c2cn(C)c3ccccc23)C1 (configuration not stated) | 1 | 0.4 | 0.0 | 17 | 1 | 3 | 1 | -11 | -8
CCOC(=O)c1c(NC(=O)c2c(N)n(CCCOC)c3nc4ccccc4nc23)sc2c1CCCC2 | 11 | -0.5 | 0.3 | -4 | -17 | -14 | -6 | 25 | -11
CCOC(=O)c1c(C)c(C(=O)N2CCC3(CC2)OCCO3)c(C)n1CC | 4 | 0.5 | 1.2 | -6 | 5 | -9 | 0 | 9 | 6
OC1/C(=C/c2ccc(C(F)(F)F)cc2)N2CCC1CC2 (configuration not stated) | -1 | -0.8 | -0.9 | 5 | -17 | -3 | 6 | x | -6
COc1ccc(-c2nc3ccccc3c(=O)o2)cc1 | -1 | 0.8 | -2.8 | 4 | -17 | -2 | -4 | 1 | -9
CCOC(=O)C(O)(c1ccc(N=c2ccccn2C)cc1)C(F)(F)F (configuration not stated) | 5 | 0.4 | 0.1 | 3 | -1 | 7 | -13 | -12 | -18
Cc1ccc(C(=O)c2cc(Br)ccc2N)cc1 | 1 | -0.2 | -1.8 | 2 | 10 | -2 | 5 | -14 | -6

Of the compounds above, 5 contain a CF3 group.
SMILES | D1 ag | TRHR agonist | D2 agonist | TRHR PAM | D2 antagonist | D1 PAM | D2 potentiator | D1 antag | RXFP1 antag
COC(=O)C(O)(c1ccc(N(C)S(=O)(=O)c2ccccc2)cc1)C(F)(F)F (configuration not stated) | 10 | 0.6 | -1.1 | 1 | -10 | -2 | 11 | -3 | 5
COC(=O)C1=C(c2ccc(OC(F)(F)F)cc2)C[C@@H]2CC[C@H]1N2C(=O)NCCOc1ccccc1 | 5 | 0.5 | 0.3 | -2 | 20 | 2 | -4 | -2 | x
COC(=O)C(O)(c1ccc(N(C)C)cc1)C(F)(F)F (configuration not stated) | 1 | 0.2 | -0.2 | 10 | -6 | -3 | 1 | 3 | 2
OC1/C(=C/c2ccc(C(F)(F)F)cc2)N2CCC1CC2 (configuration not stated) | -1 | -0.8 | -0.9 | 5 | -17 | -3 | 6 | x | -6
CCOC(=O)C(O)(c1ccc(N=c2ccccn2C)cc1)C(F)(F)F (configuration not stated) | 5 | 0.4 | 0.1 | 3 | -1 | 7 | -13 | -12 | -18
